Rad51 HR inh: human RAD51 strand exchange inhibitors, primary screen, biochemical, fluorescence | DNA repair protein RAD51 homolog 1 (Homo sapiens), Q06609 | hRad51 DNA strand exchange, fluorescence dequenching | inhibition, % at 10 µM | 200,000 compounds, 0.085% hits | AID 1385, 2008;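 active means inhibition above 40% at the single screening dose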;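 further: 0% = DMSO control wells and 100% = blanks with heterologous ssDNA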
Target sequence (Q06609 whole entry, looked up): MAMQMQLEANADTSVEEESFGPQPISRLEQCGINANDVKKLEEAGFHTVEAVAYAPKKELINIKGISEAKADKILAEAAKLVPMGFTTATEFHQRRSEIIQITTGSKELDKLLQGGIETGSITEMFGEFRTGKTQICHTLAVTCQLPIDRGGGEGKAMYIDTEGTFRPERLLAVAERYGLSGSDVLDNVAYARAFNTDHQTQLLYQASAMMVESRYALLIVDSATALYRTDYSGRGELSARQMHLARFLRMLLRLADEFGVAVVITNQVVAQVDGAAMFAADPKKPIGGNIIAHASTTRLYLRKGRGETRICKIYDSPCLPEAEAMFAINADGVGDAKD
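System: human Rad51 nucleoprotein filaments preassembled on unlabelled ssDNA. Reagent: labelled 47-mer dsDNA for strand exchange. Schedule: 30-min compound preincubation and 15-min exchange, both room temperature. Measured by: FRET fluorescence dequenching, excitation 485 nm, emission 520 nm. Read-out: Fluorescence-based percent inhibition, control- and blank-normalised. Benchmarks: plate controls and plate blanks.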
Tb hexokinase: Trypanosoma brucei hexokinase 1 inhibitors, primary screen, biochemical, G6PDH-coupled NADH absorbance, MLSCN library. recombinant TbHK1, G6PDH-coupled NADH A340. inhibition, % at 10 µM. 220,000 compounds, 0.11% hits. AID 1430, 2008;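 active means inhibition of 50% or more in the single-dose primary screen; inactive means inhibition below 50%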
eIF4E 4G PPI: eIF4E–eIF4G protein interaction inhibitors, primary screen, biochemical, uHTS, TR-FRET, eIF4GI fragment | Eukaryotic translation initiation factor 4E (Mus musculus) + Eukaryotic translation … | TR-FRET eIF4E-eIF4GI(517-606) binding, 2 h | inhibition, % at 21.7 µM | 220,000 compounds, 0.37% hits | AID 782, 2007;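 active means inhibition above about 30%, limit read from the data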;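 further: 0% = full FRET control wells and 100% = background wells lacking eIF4GI fragment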
Hck-Nef inh: inhibitors of Nef-activated human Hck kinase, primary screen, biochemical, Z-Lyte FRET, 384-well, Hck-YEEI | inhibition, % at 20 µM | 220,000 compounds, 0.68% hits | Recombinant Hck-YEEI plus Nef, Z-Lyte FRET kinase assay | AID 463187, 2010 | Tyrosine-protein kinase HCK (Homo sapiens), P08631;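 active means Hck-Nef kinase inhibition above about 50%, limit read from the data; inactive means inhibition below that limit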;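 further: 0% = DMSO with Hck plus Nef and 100% = Hck alone without Nef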
14-3-3 Bad PPI: inhibitors of 14-3-3 zeta/Bad binding, primary screen, biochemical, TR-FRET, bovine 14-3-3 zeta | 14-3-3 protein zeta/delta (Bos taurus), P63103 | TR-FRET 14-3-3zeta/Dy647-pBad peptide displacement, 1 h | inhibition, % at 21.7 µM | 220,000 compounds, 0.71% hits | AID 781, 2007;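 active means inhibition above about 70%, limit read from the data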;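 further: 0% = full 14-3-3 plus peptide FRET controls and 100% = background without 14-3-3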
Target sequence (P63103 whole entry, looked up): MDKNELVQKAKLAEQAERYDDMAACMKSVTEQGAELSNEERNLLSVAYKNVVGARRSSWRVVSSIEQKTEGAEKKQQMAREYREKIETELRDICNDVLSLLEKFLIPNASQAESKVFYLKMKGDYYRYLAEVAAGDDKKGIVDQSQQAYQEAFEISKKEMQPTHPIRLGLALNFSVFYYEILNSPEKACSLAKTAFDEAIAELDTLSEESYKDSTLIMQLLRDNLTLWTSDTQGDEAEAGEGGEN
EP2 mod: EP2 receptor modulators, cAMP readout, primary screen, cell-based, HTRF cAMP, PGE2 stimulation | Prostaglandin E2 receptor EP2 subtype (Homo sapiens), P43116 | EP2-expressing cells, cAMP HTRF FRET, PGE2 co-stimulation | induction, % at 25 µM | 260,000 compounds, 0.83% hits;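 active means compounds whose cAMP rise, as percent of the full-agonist control response, exceeds 60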;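 further: rat C6 glioma line stably carrying human EP2 under a CMV promoter; the protocol text gives 20 µM as final concentration; 100% = response of wells given 1 µM PGE2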
Target sequence (P43116 whole entry, looked up): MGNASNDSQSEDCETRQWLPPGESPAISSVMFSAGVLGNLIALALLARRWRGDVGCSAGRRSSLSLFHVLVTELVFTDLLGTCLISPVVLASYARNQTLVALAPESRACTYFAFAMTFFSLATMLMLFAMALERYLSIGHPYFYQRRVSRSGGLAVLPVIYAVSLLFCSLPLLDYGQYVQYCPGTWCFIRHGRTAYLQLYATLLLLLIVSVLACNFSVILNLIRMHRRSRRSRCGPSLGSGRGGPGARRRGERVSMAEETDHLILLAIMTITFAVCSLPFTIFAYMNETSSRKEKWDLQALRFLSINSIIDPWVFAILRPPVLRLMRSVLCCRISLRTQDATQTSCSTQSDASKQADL
zVAD death inh: inhibitors of zVAD-triggered necroptosis, primary screen, L929 cells; viability rescue, % at 10 µM; AID 1377, 2008; L929 zVAD necroptosis rescue, ATP luminescence, 24 h; with zVAD 60 µM; 220,000 compounds, 0.38% hits;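 active means activation, scaled between plate controls, above about 75%, limit read from the data; inactive means activation under that limit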;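 further: 0% = zVAD with DMSO and 100% = DMSO alone without zVAD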
PGE2 EP2 inh: human EP2 receptor antagonists, primary screen, TR-FRET cAMP, C6 glioma cells; Prostaglandin E2 receptor EP2 subtype (Homo sapiens), P43116; C6 glioma cells expressing human EP2; cells stimulated with saturating PGE2; inhibition, % at 25 µM; 260,000 compounds, 0.52% hits; AID 1422, 2008;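 active means percent inhibition above 40 after rounding to a whole number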;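 further: rat C6 glioma host cells with rolipram phosphodiesterase inhibitor present; the protocol text gives 20 µM as final concentration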
m-calpain inh: inhibitors of pig calpain II, primary screen, biochemical, fluorogenic peptide substrate, 1536-well | purified calpain II, 30 min | inhibition, % at 16 µM | 220,000 compounds, 0.37% hits;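 active means inhibition above about 50%, limit read from the data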
The depositor's hits bear a star; i = inactive; . = no result given; & = joins results of further samples; [ ] = dose if it differs, or a comment.

SMILES,Rad51 HR inh,Tb hexokinase,eIF4E 4G PPI,Hck-Nef inh,14-3-3 Bad PPI,EP2 mod,zVAD death inh,PGE2 EP2 inh,m-calpain inh
CCOc1ccc(NC(=O)N2CCC(c3nc4ccccc4o3)CC2)cc1,6.3,-11.9,1.6,17.7,10.4,-12.6,1.0,4.7,-2.2
CCN(CC)S(=O)(=O)c1ccc(Cl)c(C(=O)Nc2nnc(C)s2)c1,19.1,3.7,-6.0,-5.3,-2.6[fluorescence artefact?],27.6,-0.4,4.0,19.9
Cc1cc(C)cc(C(=O)Nc2ccc(N3CCN(S(C)(=O)=O)CC3)cc2)c1,-2.1,-3.6,2.1,14.4,-8.9,18.2,3.9,12.0,-26.8
Cc1cccc(NC(=O)C2CCCN2C(=O)OCC(C)C)c1C (stereo not given),-5.3,-2.2,-3.5,-0.5,-0.3,17.4,0.1,17.6,2.0
COc1ccc2c(c1)cc(C(=O)O)n2C,-2.5,-2.0,11.4,-0.9,-11.1,15.7,0.6,7.8,-119.2
O=C(CN1CCN(c2ccc(F)cc2)CC1)OCc1ccccc1,2.2,1.4,4.8[fluorescence artefact?],4.7,9.0,-4.3,-0.1,2.4,-42.0
COc1ccc(NC(=O)c2onc(C)c2Cl)cc1OC,3.9,-5.0,-1.0,-0.2,0.4,0.3,3.5,11.5,-8.9
COc1ccc(NS(=O)(=O)/C=C/c2ccc(OC)c(OC)c2)cc1,15.8,-6.2,1.6,19.4,-5.8,-70.9,3.0,-1.8,23.8
CC12CCC(C(=O)N(NC(=O)c3ccccc3O)C1=O)C2(C)C (stereo not given),.,-3.7,-3.0[fluorescence artefact?],5.7,14.2,24.9,3.5,4.1,-32.5
Cn1cccc1-c1cc(C(=O)O)[nH]n1,7.6,.,2.3[fluorescence artefact?],.,4.0,26.1,.,5.3,17.8
CC1CC(C)CN(C(=O)CCNS(=O)(=O)c2ccc3c(c2)CCC(=O)N3)C1 (stereo not given),.,1.0,6.6,3.7,2.3,9.1,.,12.4,7.0
COc1ccc(CCN(Cc2cc3cccc(C)c3n3nnnc23)C(=O)c2ccncc2)cc1OC,8.2,-6.2,-0.7,28.3,-6.1,-2.4,0.0,7.0,-38.8
O=C(Nc1ccc2c(c1)C(=O)N(CC1CCCO1)C2=O)c1ccccc1Br (stereo not given),3.9,-4.7,-3.0[fluorescence artefact?],0.7,-0.9,15.2,0.3,5.7,-402.1
NS(=O)(=O)c1ccc(CCNC(=O)c2ccc([N+](=O)[O-])cc2[N+](=O)[O-])cc1,10.5,-9.5,2.2,-3.1,-8.4,21.9,0.2,10.1,-26.3
CCCn1nc(C(=O)Nc2ccc(S(=O)(=O)Nc3ncccn3)cc2)c2ccccc2c1=O,-6.4,-5.4,-17.7,30.1,0.0,33.8,0.3,2.1,-48.2
Cc1cc(-c2nc3ncccc3o2)ccc1N,2.6,-76.7,4.1[fluorescence artefact?],16.8,-1.6[fluorescence artefact?],-3.3&-71.8,-0.2,20.1&18.7,-418.6
CCc1nnc(NS(=O)(=O)c2ccc(NC(=O)c3ccc(Cl)cc3)cc2)s1,.,-10.2,0.8,9.7,1.0,-0.3,0.4,5.6,6.7
OC(COc1ccc2c(c1)OCO2)CN1CCN(c2ccc(F)cc2)CC1 (stereo not given),-6.9,-3.2,6.1,0.9,0.7,-48.5,0.1,4.8,17.3
CC(C)C1N(C(N)=S)N=CC1(C)C (stereo not given),-12.9,-0.8,-5.7,7.9,-6.5,-7.1,1.2,5.2,-15.0
C=CCN1c2ccccc2[C@]23C[C@@H](C(=O)OC)N(C(=O)c4cc(C)oc4C)C2=NC(C(=O)OC)=C(C(=O)OC)[C@H]13,6.4,-29.4,4.2,25.1,-2.3,13.7,0.1,8.3,-45.1
Cc1cn(S(=O)(=O)c2ccc(Cl)cc2)c(C)n1,.,0.4,2.9,-1.6,1.0,9.7,-0.5,1.9,14.4
O=C(Nc1ccc(C(=O)O)cc1)/C(=C\c1ccc2c(c1)OCO2)NC(=O)c1ccc(Br)o1,5.3,-37.0,-3.9,20.6,-14.6,17.1,9.3,12.6,-35.7
O=C(Cc1cccc2ccccc12)N/N=C/C=C/c1cccc([N+](=O)[O-])c1,-4.1,2.2,7.0,2.0,-6.2,-0.7,1.6,7.6,-4.9
Cc1[nH]c2ccccc2c1CCN(Cc1cccnc1)C(=S)Nc1cccc(F)c1,8.5,2.5,-8.2,15.4,-9.9,-41.4,-0.7,11.5,60.7*

Individual results from the results shown.
CCc1nnc(NS(=O)(=O)c2ccc(NC(=O)c3ccc(Cl)cc3)cc2)s1 | PGE2 EP2 inh: 5.6
CC(C)C1N(C(N)=S)N=CC1(C)C (stereo not given) | Tb hexokinase: -0.8

Other entries follow:
SMILES,Rad51 HR inh,Tb hexokinase,eIF4E 4G PPI,Hck-Nef inh,14-3-3 Bad PPI,EP2 mod,zVAD death inh,PGE2 EP2 inh,m-calpain inh
Fc1ccc(-c2nnc3sc(C4COc5ccccc5O4)nn23)cc1 (stereo not given),2.9,-5.6,-6.8,2.0,2.2,15.9,0.7,1.8,-1.4
c1ccc(Oc2cccc(NC3=NCCC3)c2)cc1,1.1,-2.6,1.2,-0.5,-0.8,-21.5,-0.5,18.4,9.1
Cc1ccc(C(=O)OCC(=O)Nc2ccc(N(C)C)cc2)cc1NC(=O)c1ccco1,-3.8,-8.0,16.6,3.5,-9.0,19.3,0.2,8.1,-23.6
CC(C)(C)c1ccccc1NC(=S)NC1CCCCC1,-5.8,-3.2,-2.8,22.3,-9.1,1.0,-1.0,4.3,-2.8
Cc1ccc(OCc2ccc(C(=O)NCC3CCCO3)cc2)cc1 (stereo not given),-5.4,2.1,1.2,17.5,-15.4,-27.7,4.9,3.5,-22.4
CCc1ccc(N2C(=O)C3C(C2=O)N2CCCN2C3c2ccccc2)cc1 (stereo not given),11.8,-6.0,-2.2,10.9,-4.6,2.1,-0.3,-0.2,12.6
COc1ccc2[nH]c(=O)c(CN(C(=O)C3CCCO3)c3ccc(C)cc3)cc2c1 (stereo not given),9.5,-17.0,3.1,0.3,-0.5,8.1,0.8,4.4,-130.6
CCOC(=O)/C(=N\Nc1cc(Cl)ccc1Cl)N1CC(C)OC(C)C1 (stereo not given),41.9*,-10.7,-13.1,18.5,2.0,34.5,-0.7,2.2,-45.8
CC(=O)N(C)c1nc(-c2ccc(Cl)cc2)cs1,4.3,5.9,4.5,-12.0,-9.7,26.1&4.5,1.1,-0.8&13.0,-19.4
COc1ccc(S(=O)(=O)N2CCC(C(=O)N3CCN(c4ccccc4OC)CC3)CC2)cc1,9.5,-3.5,2.8,0.1,-9.6,-24.4,-0.2,6.5,5.0
COC(=O)c1cc(=O)n(-c2ccc(C(F)(F)F)cc2)[nH]1,18.3,-9.0,2.7,13.2,1.3,8.8,1.3,14.6,2.7
Cc1onc(-c2ccccc2Cl)c1C(=O)N1CCN(c2cccc(Cl)c2)CC1,0.2,3.0,-0.9,-0.6,-20.4,-15.3,-0.1,8.2,4.7
O=C(NC(=S)NCC1CCCO1)c1ccccc1Br (stereo not given),2.1,-4.0,13.3,4.4,-14.7[fluorescence artefact?],3.6,-0.5,4.3,-3.7
CC(SCCc1ccccn1)C(=O)O (stereo not given),-5.8,-0.2,-1.6,-3.9,-5.7,19.6,3.6,9.0,-29.5
ON1C(c2ccc(Cl)cc2Cl)N(O)[C@H]2CCCC[C@H]21 (stereo not given in full),-6.0,-2.1,-10.4,-0.3,-8.2,20.2,0.2,10.9,11.9
Cc1sc2c(c1C)CN(Cc1ccncc1)CN2C(=O)c1ccco1,-3.6,-6.4,0.7,0.0,-5.1,33.1,-0.7,3.7,-10.1
COc1ccc(F)cc1S(=O)(=O)N1CCN(Cc2ccc3c(c2)OCO3)CC1,12.0,-6.8,8.9,0.5,-8.2,-5.4,-0.4,8.8,22.6
O=C(c1ccco1)c1nc2c(n1O)CCCCC2,4.0,-34.1,1.7,0.2,5.3,0.1,1.0,9.7,11.4
CN1C(C)(C)CC(=NOC(=O)c2ccccc2)CC1(C)C,5.3,-2.4,3.0,-0.1,3.2[fluorescence artefact?],16.1,0.0,5.5,-13.0
O=Cc1ccc(-c2ccccc2C(=O)O)o1,-4.3,-33.6,-1.6,18.3,-0.9,25.9,5.5,6.6,-26.5
CSc1nnc(-c2ccc(O)cc2)n1C,4.8,-0.6,2.8,0.7,4.9,7.5,0.1,6.5,-0.3
O=C(c1ccc(Br)o1)N(c1ccccn1)C1CCCCC1,4.5,0.0,1.9,0.3,-3.9,0.9,0.7,6.7,0.2
Cn1c(SCc2cccc3ccccc23)nnc1-c1ccco1,-2.3,6.3,-2.2[fluorescence artefact?],15.4,8.1,-31.6,-0.3,13.4,7.1
CCOC(=O)Cn1c(=O)oc2cc(S(=O)(=O)N3CCN(c4ccccn4)CC3)ccc21,-1.2,-6.4,-2.4,-0.3,21.1,5.9,-0.5,9.6,11.1
Cc1cc(C(C)C)n2c(nc3ccccc32)c1C#N,-3.8,-3.7,0.2,-16.8,-8.2,20.7,4.0,6.2,-394.9
CC(=O)Nc1cccc(C(=O)OCc2ccc([N+](=O)[O-])cc2)c1,.,0.0,3.3,11.4,-6.3,-24.3,1.4,6.0,-16.9
CCc1cccc(NC(=O)Cn2cccc2)c1,-1.2,7.4,4.1,-3.0,3.9,-6.4,-0.4,-1.4,-6.7
COc1cc(/C=N/N2C(=O)CSC2=S)cc(Br)c1O,-58.5,-24.5,-3.7,75.6*,8.3,2.4,0.3,5.9,-53.9
Cc1ccc(CNC(=O)c2c(C)cc(=O)oc2C)cc1,.,-44.2,4.2[fluorescence artefact?],-0.1,-1.1[fluorescence artefact?],-24.2,0.5,10.2,15.7
CC1=CC(=O)C(C(C)C)=C/C1=N\OC(=O)c1cccc2nc(C)oc12,-10.7,-16.3,-4.3[fluorescence artefact?],3.2,4.5,14.6,87.4*,9.1,17.8
COC(=O)C1Sc2[nH]c(=O)sc2C2c3ccccc3OC(=O)C12 (stereo not given),-3.6,2.4,-4.7,-0.5,1.3,17.6,-0.5,6.2,-9.0
CCOC(=O)CC1C(=O)NCCN1c1nc2ccc(C)cn2c(=O)c1/C=C1\SC(=S)N(CC(C)C)C1=O (stereo not given),i,-6.7,8.6,23.7,-0.6,-25.5,-0.1,8.5,-39.5

From PubChem BioAssay

These rows are one share of the data. The share of hits here may be higher or lower than overall.
